Source: PubChem BioAssay (several laboratories)
TRPC6 activator: mouse TRPC6 channel activation | Q61143 | HEK293-TRPC6 membrane potential dye fluorescence; stronger effect = higher value | B-score at 10 µM | actives 0.13% (n = 310,000);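 active means B-score of the integrated fluorescence ratio above library mean plus 3 SD, and starting fluorescence ratio within library mean plus 5 SD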;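 further: higher score means more depolarization so channel activation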
TRPC6 inh: inhibitors of mouse TRPC6 channel; Q61143; HEK293-TRPC6, membrane potential dye, ACh-evoked depolarization; stronger effect = lower value; B-score at 10 µM; actives 1.1% (n = 310,000);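 active means B-score under library mean minus 3 SD, initial fluorescence not abnormally high, positive integrated signal ratio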;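 further: B-score derived from integrated fluorescence ratio over the kinetic read; more negative B-score means stronger inhibition of depolarization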
SKKanGAS inh: SKKanGAS growth inhibition; S. pyogenes SKKanGAS, kanamycin growth, BacTiter-Glo, 6 h; inhibition, % at 7.5 µM; actives 1.3% (n = 300,000);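 active means mean replicate score, as percent of positive control median, at least 50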;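 further: strain carries kanamycin resistance gene driven by streptokinase promoter and grows in 40 µg/ml kanamycin; loss of luminescence reflects streptokinase promoter inhibition or plain growth inhibition; 0% = median of DMSO wells and 100% = positive control at its reference dose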
aSyn 5UTR inh: MLPCN primary screen, SNCA 5' untranslated region | alpha-synuclein 5'UTR reporter, inhibitor activity | inhibition, % (tested at 7.5 µM) | actives 0.82% (n = 300,000) | AID 1813; in the data active means inhibition above about 60%;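 further: H4 neuroglioblastoma cells stably carrying SNCA 5'UTR luciferase fusion; 0% = DMSO wells and 100% = positive control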
HIF act: HIF pathway transcriptional activation | activation, % at 7.5 µM (by protocol) | actives 0.32% (n = 300,000) | U2OS HRE-luciferase reporter, luminescence; normalized: DMSO 0%, desferrioxamine 100%;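 active means mean activation of at least 10% of the iron chelator positive control signal, with at least half of replicates also reaching 10%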
KLF5 inh: suppresses KLF5 promoter-driven expression. DLD-1 KLF5 promoter-luciferase reporter, luminescence. inhibition, % at 5 µM. actives 0.23% (n = 290,000). AID 1700;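 active means inhibition above a per-plate limit of that plate's mean compound inhibition plus 3 SD, cut at about 60% in these data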;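 further: 0% = DMSO wells and 100% = LY294002 at 200 µM; higher means less KLF5 promoter-driven luciferase light; inactives centre near -14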
IEC-6 tox: kills IEC-6 intestinal cells in KLF5 counter-screen | inhibition, % at 5 µM | IEC-6 cytotoxicity, luminescence viability | AID 1825 | actives 0.78% (n = 290,000); in the data active means inhibition above about 22%;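 further: 0% = plate median of test compound wells and 100% = cytotoxic reference compound wells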
TRPC4 act: activators of mouse TRPC4 channel; AID 2237; actives 0.49% (n = 310,000); Q9QUQ5; B-score at 10 µM; HEK293 TRPC4beta/mu-opioid, Fluo4 calcium fluorescence; stronger effect = higher value;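 active means B-score above 5 SD of library B-scores, and initial fluorescence ratio not above library mean plus 5 SD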;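 further: positive B-score marks a calcium rise read as TRPC4 activation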
Target sequence (Q9QUQ5 whole entry, looked up): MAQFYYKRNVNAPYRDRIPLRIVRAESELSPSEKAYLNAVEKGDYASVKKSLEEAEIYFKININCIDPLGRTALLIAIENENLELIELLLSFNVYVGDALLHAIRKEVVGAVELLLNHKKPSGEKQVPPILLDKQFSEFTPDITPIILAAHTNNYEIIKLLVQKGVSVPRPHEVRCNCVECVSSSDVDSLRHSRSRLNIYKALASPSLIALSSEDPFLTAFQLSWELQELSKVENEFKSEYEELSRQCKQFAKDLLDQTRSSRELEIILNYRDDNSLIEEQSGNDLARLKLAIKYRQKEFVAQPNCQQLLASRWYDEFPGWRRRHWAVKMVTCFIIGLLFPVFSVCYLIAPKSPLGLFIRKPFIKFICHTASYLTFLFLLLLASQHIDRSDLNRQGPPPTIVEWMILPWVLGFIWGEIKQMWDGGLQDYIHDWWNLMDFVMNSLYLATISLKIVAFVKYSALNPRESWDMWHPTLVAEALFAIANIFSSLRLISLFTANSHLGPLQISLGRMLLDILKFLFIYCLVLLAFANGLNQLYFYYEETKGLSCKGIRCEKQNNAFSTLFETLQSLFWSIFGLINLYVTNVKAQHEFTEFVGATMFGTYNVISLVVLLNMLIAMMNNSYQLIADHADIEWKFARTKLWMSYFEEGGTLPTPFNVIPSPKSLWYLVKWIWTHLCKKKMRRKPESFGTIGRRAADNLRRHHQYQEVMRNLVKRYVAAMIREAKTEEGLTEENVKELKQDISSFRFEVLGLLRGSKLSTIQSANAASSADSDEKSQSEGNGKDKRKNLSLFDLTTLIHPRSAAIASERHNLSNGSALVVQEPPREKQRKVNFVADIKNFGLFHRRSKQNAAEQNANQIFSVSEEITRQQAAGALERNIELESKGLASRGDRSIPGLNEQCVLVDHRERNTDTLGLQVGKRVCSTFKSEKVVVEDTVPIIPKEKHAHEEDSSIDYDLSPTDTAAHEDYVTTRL
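Assay system: HEK293 stable line with TRPC4beta plus mu-opioid receptor; schedule: 45 min room-temperature Fluo4 loading, 110 s read; technique: kinetic Fluo4 calcium fluorescence; evaluation: integrated baseline-normalised fluorescence ratio, converted to per-well B score; controls: buffer (low) and maximal DAMGO (high)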
MrgX1 antagonist: antagonists of human MrgX1 receptor; MRGX1-HEK293 calcium flux, Fluo-4, BAM8-22 antagonism; stronger effect = lower value; B-score at 10 µM; actives 1.3% (n = 310,000);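 active means calcium-response B-score plate-corrected more than 3 library SD below zero, starting fluorescence within 5 deviations, no agonist response on first addition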;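 further: peak minus trough fluorescence over baseline after final BAM8-22 challenge near maximal dose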
TRPC4 PAM: TRPC4 (mouse) allosteric potentiation; Q9QUQ5; HEK293 TRPC4beta/mu-opioid, DAMGO EC20, Fluo-4 Ca2+ flux; stronger effect = higher value; B-score at 10 µM; AID 2227; actives 0.42% (n = 310,000);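 active means B-score of calcium response area above 5 SD of library B-scores, with initial fluorescence ratio within 5 SD of library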;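 further: B-score of integrated fluorescence ratio over time as area under calcium response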
TRPC4 inh: inhibitors of mouse TRPC4 channel. HEK293 TRPC4beta/mu-opioid, DAMGO-evoked Fluo4 calcium flux; stronger effect = lower value. Q9QUQ5. B-score at 10 µM. actives 0.39% (n = 300,000);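 active means B-score over 3 SD under the library average, no early fluorescence shift, positive overall ratio signal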
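Signal: kinetic Fluo4 fluorescence imaging of calcium influx. Material: stable TRPC4beta/mu-opioid receptor HEK293 cells. Probe or stimulus: DAMGO in two steps, submaximal then maximal.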
Starred values were filed as active, the others as inactive; i = inactive; x = no result given.

The opening 2 records, ahead of the listing:
SMILES | TRPC6 activator | TRPC6 inh | SKKanGAS inh | aSyn 5UTR inh | HIF act | KLF5 inh | IEC-6 tox | TRPC4 act | MrgX1 antagonist | TRPC4 PAM | TRPC4 inh
O=C(O)c1ccc(Cn2cnc3scc(-c4ccccc4)c3c2=O)cc1 | i | i | 5 | -142 | 0.1 | 9 | 14 | i | i | i | i
COc1ccc(NC(=O)CSc2nnc(C3CC3)n2-c2ccccc2)cc1 | i | i | -7 | 6 | 0.0 | -8 | 3 | i | i | i | i

The whole of this part, from the start:
SMILES | TRPC6 activator | TRPC6 inh | SKKanGAS inh | aSyn 5UTR inh | HIF act | KLF5 inh | IEC-6 tox | TRPC4 act | MrgX1 antagonist | TRPC4 PAM | TRPC4 inh
O=C(O)c1ccc(Cn2cnc3scc(-c4ccccc4)c3c2=O)cc1 | i | i | 5 | -142 | 0.1 | 9 | 14 | i | i | i | i
COc1ccc(NC(=O)CSc2nnc(C3CC3)n2-c2ccccc2)cc1 | i | i | -7 | 6 | 0.0 | -8 | 3 | i | i | i | i
O=C(COC(=O)CNS(=O)(=O)/C=C/c1ccccc1)Nc1cc(S(=O)(=O)N2CCCCC2)ccc1Cl | i | i | -28 | 0 | -0.1 | -50 | 0 | i | i | i | i
O=C1/C(=C/c2ccncc2)N=C2CCCCCN12 | i | i | -5 | -8 | 0.8 | -5 | 2 | i | i | i | i
O=S(=O)(Nc1cc(S(=O)(=O)N2CCOCC2)ccc1N1CCCC1)c1cccs1 | i | i | -13 | 5 | 0.1 | -7 | 0 | i | i | i | i
Cc1ccc(-n2[nH]c(C)c(C=Nc3ccc(S(=O)(=O)Nc4nccs4)cc3)c2=O)cc1C | i | i | 15 | -17 | 0.7 | -7 | 8 | i | i | i | i
COc1cc2cc(C(=O)N[C@@H](Cc3ccccc3)C(=O)O)n(C)c2c(OC)c1OC | i | i | 2 | 0 | -0.3 | -14 | 7 | i | i | i | i
Cc1ccc(OCCCCCCN2CCNCC2)cc1 | i | -6.7* | 0 | -64 | 1.1 | x | x | i | i | i | i
O=C1NC(c2ccccc2)Nc2c1sc(=S)n2-c1ccccc1 (stereo not drawn) | i | i | 6 | 0 | 0.1 | 19 | 4 | i | i | i | i
COc1ccccc1N1N=C(C(=O)c2ccccc2)C2C(=O)N(c3ccc(Br)cc3)C(=O)C21 (stereo not drawn) | i | i | 44 | -1 | -0.4 | -21 | 0 | i | i | i | i

Arranged by value in KLF5 inh (rising): five of the compounds above
Molecule,TRPC6 activator,aSyn 5UTR inh,KLF5 inh,MrgX1 antagonist,TRPC4 PAM,TRPC4 inh
COc1ccc(NC(=O)CSc2nnc(C3CC3)n2-c2ccccc2)cc1,i,6,-8,i,i,i
Cc1ccc(-n2[nH]c(C)c(C=Nc3ccc(S(=O)(=O)Nc4nccs4)cc3)c2=O)cc1C,i,-17,-7,i,i,i
O=C1/C(=C/c2ccncc2)N=C2CCCCCN12,i,-8,-5,i,i,i
O=C(O)c1ccc(Cn2cnc3scc(-c4ccccc4)c3c2=O)cc1,i,-142,9,i,i,i
O=C1NC(c2ccccc2)Nc2c1sc(=S)n2-c1ccccc1 (stereo not drawn),i,0,19,i,i,i

(cont.)
SMILES | TRPC6 activator | TRPC6 inh | SKKanGAS inh | aSyn 5UTR inh | HIF act | KLF5 inh | IEC-6 tox | TRPC4 act | MrgX1 antagonist | TRPC4 PAM | TRPC4 inh
O=C(CNC(=O)c1ccc(Cl)cc1Cl)OCc1nnc(-c2ccccc2)o1 | i | i | -6 | -22 | 0.2 | x | x | i | i | i | i
O=C(NCC1CCCO1)c1ccc(Cl)c(S(=O)(=O)Nc2ccccc2)c1 (stereo not drawn) | i | i | -2 | 1 | 0.8 | -7 | -5 | i | i | i | i
Cc1ccccc1C1c2[nH]c3ccccc3c2CCN1Cc1cccn1-c1ncccn1 (stereo not drawn) | i | i | -12 | 10 | -0.3 | 3 | 7 | i | i | i | i
Cc1ccc(/C([O-])=C(/C(=S)NCc2ccco2)[n+]2ccccc2)cc1 | i | i | 4 | 12 | 0.0 | 14 | 5 | i | i | i | i
Cc1occc1C(=O)N=Nc1c(O)n(C)c2ccccc12 | i | i | -14 | -247 | 2.6 | -9 | 5 | i | i | i | i
CSc1nnc(-c2sccc2-n2cccc2)o1 | i | i | -5 | 23 | 0.5 | 10 | 2 | i | i | i | i
CCN(CC)c1ccc(/C=N/NC(=O)c2nnn(-c3nonc3N)c2C(C)C)c(O)c1 | i | i | 59* | 92* | 89* | 50 | 97* | i | i | i | i
CCCSc1nsc(SCCC)c1C#N | i | i | 16 | -41 | 0.6 | -14 | 1 | i | i | i | i
CCN(CC)CCCn1c2c(c(SCC(=O)Nc3ccc4c(c3)OCCO4)nc1=O)CCC2 | i | i | -7 | 0 | -0.3 | x | x | i | i | i | i
COc1cc2c(cc1NC(=O)COC(=O)/C=C/c1ccccc1)oc1ccccc12 | i | i | -13 | 0 | 0.0 | -22 | 2 | i | i | i | i
CCOC(=O)CN1C(=O)COc2ccc(Cl)cc21 | i | i | -3 | 13 | -0.3 | -29 | 4 | i | i | i | i
COc1ccc(Cn2c(C)c(C)c(C#N)c2NC(=O)Nc2ccc(F)cc2)cc1 | i | i | -2 | 9 | -4.0 | -29 | -4 | i | i | i | i
CCCc1cc(=O)[nH]c(SCC(=O)N(C)C2CCS(=O)(=O)C2)n1 (stereo not drawn) | i | i | 4 | 6 | -0.1 | 10 | -1 | i | i | i | i
CNc1ccccc1C(=O)OC(C)C(=O)Nc1ccc(S(=O)(=O)N2CCCC2)cc1 (stereo not drawn) | i | i | 3 | 13 | -0.4 | -3 | -1 | i | i | i | i
CCCCCCCCC(=O)NCCOc1ccc(OC)cc1 | i | i | 1 | 4 | 1.4 | -21 | -1 | i | i | i | i
O=C(NCC1CCCO1)C1CCC(N2C(=O)c3ccccc3C2=O)CC1 (stereo not drawn) | i | i | 1 | 22 | -0.1 | 0 | -2 | i | i | i | i
CCOC1(NC(=O)c2ccccc2)C(C)=CC(=O)C=C1C | i | i | -4 | -15 | -0.8 | -6 | 2 | i | i | i | i
CCN(CC)C(=O)CSc1nnc(CNc2ccc(F)cc2)n1-c1ccccc1 | i | i | -9 | 11 | 0.0 | -27 | 3 | i | i | i | i
O=C(COc1ccc(S(=O)(=O)NC2CCCCC2)cc1Cl)NCc1ccc2c(c1)OCO2 | i | i | 1 | 1 | -0.3 | -36 | -4 | i | i | i | i
COc1cc(OC)cc(C(=O)NNC(=O)c2cc3c(s2)CCCC3)c1 | i | i | 17 | 2 | -0.5 | -13 | -3 | i | i | i | i
Cc1nc2ccc(S(=O)(=O)NCC(=O)Nc3cccc(F)c3)cc2s1 | i | i | 0 | 2 | -0.6 | 1 | 5 | i | i | i | i
COc1ccc(-c2csc(NC(=O)Cc3cc(OC)c(OC)c(OC)c3)n2)cc1OC | i | i | 4 | 17 | 0.0 | -39 | -1 | i | i | i | i
NCC(O)CN(c1ccccc1)c1ccccc1 (stereo not drawn) | i | i | 4 | -2 | -0.3 | 0 | 6 | i | i | i | i
CCc1cc2cc(C)ccc2nc1SCC(=O)N1CC(=O)Nc2ccccc21 | i | i | 3 | 24 | 0.0 | -14 | -3 | i | i | i | i
CC1CCCCN1CC(O)COc1ccc(OCC(O)CN2CCCCC2C)cc1 (stereo not drawn) | i | i | 2 | -7 | -0.3 | -50 | -2 | i | i | i | i
CN(C)S(=O)(=O)c1ccc(NC(=O)COC(=O)c2ccccn2)cc1 | i | i | 6 | -11 | -0.3 | -35 | -6 | i | i | i | i
COc1ccc(-c2c([C@H]3[C@@H]4C=CCC[C@@]4(C)C(=O)N3Cc3ccccc3)ccc3ccccc23)cc1OC | i | i | 31 | 43 | -0.4 | x | x | i | i | i | i
Clc1cccc(Cl)c1-c1nnc2ccc(N3CCOCC3)nn12 | i | i | 1 | 18 | -0.4 | -11 | 2 | i | i | i | i
Cc1cccc(NS(=O)(=O)c2ccc3c(c2)NC(=O)CO3)c1C | i | i | 2 | -6 | -0.6 | -6 | 2 | i | i | i | i
NC(=O)c1ccc(NC(=O)COC(=O)CC(NC(=O)c2ccccc2Cl)c2ccccc2)cc1 (stereo not drawn) | i | i | -4 | -2 | 0.0 | -30 | -4 | i | i | i | i
Fc1ccccc1N1CCN(c2nnnn2-c2ccccc2)CC1 | i | i | -4 | 9 | 0.0 | 4 | -6 | i | i | i | i
O=C(Cc1ccc(Cl)cc1)NCc1nc(-c2ccccc2)no1 | i | i | -2 | 5 | -1.0 | -20 | 3 | i | i | i | i
COc1ccc(Cl)cc1/C=C(\C#N)C(N)=O | i | i | -1 | 5 | 0.4 | -21 | -4 | i | i | i | i
O=C(CSc1ncnc2ccccc12)Nc1ccc2c(c1)OCO2 | i | i | -11 | 12 | 0.1 | -21 | -2 | i | i | i | i
COC(=O)CSc1nnc(CNC(=O)c2ccc(S(=O)(=O)N(C)C)cc2)n1C | i | i | 3 | -1 | -0.3 | -21 | 2 | i | i | i | i
CCC(=O)NNc1nc2c(F)cccc2s1 | i | i | -4 | 3 | -0.8 | 4 | 4 | i | i | i | i
COc1ccc(C2CC(c3cccs3)Nc3nnnn32)cc1 (stereo not drawn) | i | i | -5 | 0 | -1.0 | -11 | -3 | i | i | i | i
O=C(Nc1ccncc1)Nc1cccc(Cl)c1 | i | i | -2 | -52 | 0.9 | -19 | 7 | i | i | i | i
Cc1nc(Nc2cccc(O)c2)c2oc3ccccc3c2n1 | i | i | 7 | -47 | 0.8 | -37 | -2 | i | i | i | i
CN(C)c1nc(N(C)C)nc(N(C#N)Cc2ccc(Cl)cc2)n1 | i | i | -5 | 27 | 1.6 | -6 | 0 | i | i | i | i
O=C1/C(=C\c2cc([N+](=O)[O-])ccc2O)SC(=S)N1Cc1ccc(Cl)cc1 | 51* | i | 96* | 6 | 0.0 | 3 | -5 | 137* | i | 21* | i
CCOc1ncccc1C(=O)Nc1ccc2c(C)cc(=O)oc2c1 | i | i | 4 | -44 | 1.0 | -3 | 5 | i | i | i | i
O=C(NCc1ccco1)c1cc2nc(-c3ccc4c(c3)OCO4)cc(C(F)(F)F)n2n1 | i | i | 11 | -9 | 0.0 | -23 | 4 | i | i | i | i
COc1cc(C(=O)Nc2nnc(CC(C)(C)C)s2)c([N+](=O)[O-])cc1OC | i | i | 11 | -5 | -0.2 | -1 | 2 | i | i | i | i
O=C(N/N=C/c1c[nH]c2ccccc12)c1cc(-c2ccc(-c3ccccc3)cc2)n[nH]1 | i | i | 92* | -146 | 1.4 | -67 | -6 | i | i | i | i
S=C(NCCc1ccccn1)Nc1ccc(Cl)c(Cl)c1 | i | i | -1 | 3 | 1.0 | -6 | 4 | i | i | i | i
C=CCn1c(SCC(=O)N2c3ccccc3Sc3ccccc32)nnc1-c1ccco1 | i | i | 5 | 9 | 0.2 | -15 | 0 | i | i | i | i
